IDE cell inh – inhibitors of human insulin-degrading enzyme in cells. inhibition, % at 5.59 µM. AID 434962. actives 0.41% (n = 320,000). HEK cells, FAbetaB cleavage, fluorescence polarization. P14735;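 active = percent inhibition above the average of all tested compounds plus 3 SD, set per screening campaign, cut at about 16% in these data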;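 also: IDE supplied by intact live HEK cells; FP after avidin binding of uncleaved biotin substrate so inhibition keeps polarization high; 0% = DMSO wells and 100% = 60 µM reference IDE inhibitor Ii1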
Target sequence (P14735 whole entry, looked up): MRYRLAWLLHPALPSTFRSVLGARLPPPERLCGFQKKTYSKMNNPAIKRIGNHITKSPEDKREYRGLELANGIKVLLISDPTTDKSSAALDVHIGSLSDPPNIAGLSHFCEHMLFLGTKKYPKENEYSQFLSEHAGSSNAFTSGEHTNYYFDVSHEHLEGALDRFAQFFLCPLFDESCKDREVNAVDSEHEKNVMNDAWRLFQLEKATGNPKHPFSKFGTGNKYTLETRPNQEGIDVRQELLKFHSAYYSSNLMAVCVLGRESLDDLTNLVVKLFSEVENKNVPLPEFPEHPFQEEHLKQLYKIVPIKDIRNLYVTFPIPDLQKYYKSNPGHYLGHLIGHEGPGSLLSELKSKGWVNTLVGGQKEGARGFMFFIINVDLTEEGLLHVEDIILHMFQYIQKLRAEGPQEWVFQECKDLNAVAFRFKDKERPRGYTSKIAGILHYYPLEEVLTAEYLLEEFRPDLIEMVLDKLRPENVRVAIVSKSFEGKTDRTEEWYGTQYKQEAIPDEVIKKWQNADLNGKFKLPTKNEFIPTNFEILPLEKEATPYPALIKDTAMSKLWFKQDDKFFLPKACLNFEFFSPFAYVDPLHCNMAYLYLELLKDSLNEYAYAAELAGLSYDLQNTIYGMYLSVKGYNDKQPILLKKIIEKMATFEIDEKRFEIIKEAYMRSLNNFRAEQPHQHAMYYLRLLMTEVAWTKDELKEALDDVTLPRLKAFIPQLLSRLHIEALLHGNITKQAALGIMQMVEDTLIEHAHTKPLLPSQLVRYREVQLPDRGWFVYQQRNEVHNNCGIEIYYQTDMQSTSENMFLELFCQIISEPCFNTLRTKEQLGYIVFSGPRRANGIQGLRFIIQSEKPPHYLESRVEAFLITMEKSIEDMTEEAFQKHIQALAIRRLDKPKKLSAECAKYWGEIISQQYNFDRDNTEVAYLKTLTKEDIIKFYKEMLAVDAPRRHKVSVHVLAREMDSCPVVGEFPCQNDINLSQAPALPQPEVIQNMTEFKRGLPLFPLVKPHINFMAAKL
PHOSPHO1 block – inhibitors of human PHOSPHO1 phosphatase; inhibition, % at 13.3 µM; AID 1565; recombinant PHOSPHO1, absorbance phosphatase assay; actives 1.1% (n = 290,000); in the data active = inhibition above about 60%
GalR3 antag – blocks the human galanin receptor 3; HEK293 GalR3-CNG cAMP membrane potential fluorescence; galR3 body fused to GalR1 C-terminus; inhibition, % at 3 µM; actives 0.44% (n = 360,000);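 active = inhibition above the screen-wide average plus 3 SD, cut at about 13% in these data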;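 also: forskolin and galanin both at EC90 stimulate the cells; cAMP rise reported by CNG channel membrane potential dye signal; 0% = forskolin plus galanin with DMSO and 100% = forskolin alone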
MEKK3 PB1 HTS – modulators (inhibitors or enhancers) of MEK5 binding to human MEKK3 PB1 domain; Q99759; bead-based flow cytometry, Alexa488-MEK5 binding to MEKK3; actives lie on both sides; 0 = blocked by unlabeled MEK5, 100 = vehicle; binding response (% of control), % at 10 µM; actives 1.4% (n = 290,000); AID 1529;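 active = binding response more than 3 SD above or below the average of its plate-row segment, actives on both sides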;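 also: Alexa488 bead fluorescence after subtracting the streptavidin-only scavenger bead signal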
CRFR2-BP ag – agonists of human CRF-binding protein/CRF-R2 receptor complex; HEK293 CRF-R2/CRF-BP, calcium dye fluorescence (FLIPR); percent of saturating CRF peptide response; actives 0.46% (n = 350,000); activation, % at 13.2 µM;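 active = activation of at least 50%, plus an integration ratio under a set limit after plate pattern correction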;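 also: plate controls were neutral control wells without compound for no effect and CRF at EC100 for full effect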
CRFBP-R2 block – antagonists of CRF-binding protein/CRF-R2 receptor complex. HEK293 CRF-R2/CRF-BP, CRF-induced calcium fluorescence. actives 0.59% (n = 350,000). inhibition, % at 11.8 µM;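 active = inhibition of the ligand-induced calcium signal above about 50% at the single tested concentration, limit read from the data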
M4 PAM – positive allosteric modulators of human muscarinic M4 receptor | P08173 | CHO-K1 hM4/Gqi5, Fluo-8 calcium fluorescence, ACh EC20; 0% = ACh EC20, 100% = maximal ACh | activation, % at 3 µM | actives 0.4% (n = 360,000) | AID 624126;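 active = activation above its plate's cutoff, the mean activation of sample wells plus 3 SD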; also: some results filed as inactive read as strong as hits
pCIP destab – lowers stability of the mouse p/CIP coactivator protein. Q05BA5. F442A p/CIP-EGFP cells, EGFP fluorescence, 16 h. decrease of EGFP signal, % at 10 µM. actives 0.01% (n = 290,000). AID 1984;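 active = EGFP signal decrease of at least 30% at 10 µM or well 3 SD below plate mean, unless failing retest; inactive = the rest, including hits failing retest or dose response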; also: some compounds called inactive have numbers as strong as hits; many of its hits are not listed in these tables
IDE cell activ – boosts human insulin-degrading enzyme activity in HEK cells; P14735; activation, % at 5.96 µM; FAbeta-B cleavage, fluorescence polarization; 0% vehicle, 100% cell-free pure enzyme wells; AID 493087; actives 0.073% (n = 340,000);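 active = activation above the mean of all tested compounds plus 3 SD, set per screening campaign, cut at about 17% in these data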
Active calls of the source: *; nt = no result given; [ ] = remark or other dose.

| IDE cell inh | PHOSPHO1 block | GalR3 antag | MEKK3 PB1 HTS | CRFR2-BP ag | CRFBP-R2 block | M4 PAM | pCIP destab | IDE cell activ | SMILES |
| --- | --- | --- | --- | --- | --- | --- | --- | --- | --- |
| 0 | -30 | 3 | 98 | -1.3 | 23 | 7 | 6 | -4 | CC(C)c1cccc(C(C)C)c1NC(=O)c1ccccc1 |
| -3 | 53 | -2 | 104 | 0.1 | 13 | -3 | -10 | 3 | Cc1ccc(Cl)cc1NC(=O)c1cc(NC(=O)C2CCCCC2C(=O)O)ccc1N1CCOCC1 (centres undefined) |
| 10 | 2 | -1 | 94 | 1.8 | -4 | 4 | -10 | -16 | Cc1ccc(SCc2nc(-c3cccnc3)no2)cc1 |
| 6 | -7 | -4 | 104 | 1.4 | 1 | -2 | -14 | 2 | Cc1ccc(Cn2c(C(C)Nc3nc(-c4ccc(C)cc4)cs3)nc3cc(Cl)c(Cl)cc32)cc1 (centres undefined) |
| 4 | 1 | -3 | 104 | -1.5 | -27 | -3 | -23 | 5 | O=C(NC(=S)Nc1ccc(S(=O)(=O)NC2CCCCC2)cc1)c1cccs1 |
| 25* | -1 | -5 | 101 | nt | nt | nt | -6 | nt | COc1cccc(N2CCN(c3ncnc4c3[nH]c3ccccc34)CC2C)c1 (centres undefined) |
| -1 | 45 | -7 | 98 | -1.3 | 4 | 6 | 4 | 0 | Cc1cccc(C(=O)NCc2nnc(SCC(=O)Nc3nnc(C)s3)n2C)c1 |
| -1 | 14 | -3 | 110 | 0.1 | 5 | 3 | -12 | 6 | COc1ccc(OCc2nn[nH]n2)cc1 |
| 3 | 29 | 7 | 81 | 1.5 | 20 | 4 | -15 | 8 | Cc1ccccc1-c1nc(CN2CCSCC2)c(C)o1 |
| 6 | 44 | 0 | 106 | -0.4 | 31 | -8 | -23 | 0 | COc1ccc(NC(=O)Nc2cc(F)ccc2C)cc1 |
| -9 | 4 | -7 | 100 | 0.4 | -2 | -3 | -19 | 2 | Cc1cccn2c(=O)c3cc(C(=O)NC4CCCCC4C)n(C)c3nc12 (centres undefined) |
| -2 | 42 | -7 | 99 | -1.4 | -12 | 4 | 5 | 6 | CCOC(=O)C(CC(=O)O)=C(c1ccccc1)c1ccccc1 |
| 2 | 29 | 0 | 107 | -0.7 | -7 | -4 | 2 | -1 | Fc1ccc(Br)cc1SCCc1ccncc1 |
| 6 | 1 | 1 | 105 | 0.8 | -1 | 1 | 5 | 4 | Cc1cc(C)c(S(=O)(=O)c2ccccc2)c(OC(=O)c2c(Cl)cc(Cl)cc2Cl)n1 |
| 0 | -32 | -1 | 96 | -0.7 | 18 | -3 | -2 | 1 | N#Cc1c(N)nc2c(c1-c1ccc3c(c1)OCO3)CCc1ccccc1-2 |
| 1 | nt | 0 | nt | -0.4 | -5 | 11 | nt | 6 | CC(Sc1nccn1C)C(=O)c1c(N)n(C)c(=O)n(C)c1=O (centres undefined) |
| nt | nt | -1 | nt | 0.2 | -3 | 3 | nt | 0 | Nc1ccc2c(c1)C(=O)c1ccc(Cl)cc1-2 |
| 4 | -12 | -3 | 101 | 0.0 | 12 | 6 | 4 | 1 | Cc1ccc(NC(=O)CSCC(N)=O)cc1C |
| -3 | 12 | 1 | 97 | -0.8 | -7 | -1 | 0 | nt | CC(C)(C)c1ccc2c(c1)OC(C(=O)N/N=C/c1ccc([N+](=O)[O-])o1)CO2 (centres undefined) |
| 1 | -1 | -9 | nt | -0.6 | 3 | 18 | -4 | 8 | Cc1ccc(C(=O)N/N=C\c2ccc(Br)o2)o1 |
| -2 | nt | -2 | nt | -0.1 | -16 | -5 | nt | 3 | COC(=O)[C@H](CCSC)NC(=O)Cn1cnc2c(SC)nc(N)nc21 |
| -2 | 5 | 0 | 102 | 2.6 | -13 | -4 | -3 | -3 | CCOC(=O)C1CCN(c2ncnc3c2c(-c2ccccc2)cn3-c2ccccc2)CC1 |
| 5 | -2 | -5 | 99 | 1.4 | 3 | 0 | 8 | -4 | CCn1c(=O)cc(OCC(=O)Nc2nc(C)cs2)c2ccccc21 |
| -2 | nt | -6 | nt | -2.6 | -5 | 5 | nt | 6 | O=C(NC(=S)Nc1ccccc1CO)C1CCCCC1 |
| 3 | -16 | -5 | 95 | -1.6 | 17 | -8 | -9 | 6 | CC(C)CCNC(=O)CNC(=O)c1cccs1 |
| nt | nt | -3 | nt | -0.6 | 5 | 0 | nt | 1 | Cc1ccccc1NC(=O)COC(=O)CCC(=O)c1cccs1 |
| 9 | -13 | -7 | 96 | -0.4 | -1 | -4 | 2 | 6 | COc1cccc(N2CCN(C(=O)CN(C)S(=O)(=O)c3ccc4c(c3)c(=O)n(C)c(=O)n4C)CC2)c1 |
| nt | nt | -2 | nt | 2.0 | 6 | -1 | nt | nt | O=C(C[C@H]1C[C@H]2c3cc(NS(=O)(=O)c4ccc(F)cc4)ccc3O[C@H]2[C@H](CO)O1)NCc1cc(F)ccc1F |
| -2 | 27 | -8 | 104 | 0.1 | -1 | 4 | -10 | 2 | COc1cc(CC(=O)Nc2sc3c(c2C(N)=O)CCCC3)cc(OC)c1OC |
| -3 | -4 | -3 | 110 | 1.0 | -4 | 0 | -11 | 3 | COc1cc(OC)cc(C(=O)NCC(=O)N2CCCCC2)c1 |
| 1 | -1 | nt | 108 | -2.7 | -21 | 2 | 0 | 1 | CC(C)(O)C(=O)NN(C(=O)c1ccccc1)c1ccc2ccccc2c1 |
| 1 | 39 | 5 | 107 | -0.1 | 4 | -2 | -10 | 6 | COc1cccc(/C=C/C(=O)c2cccc([N+](=O)[O-])c2)c1OC |
| 0 | -3 | 0 | 105 | -3.1 | 17 | -5 | -9 | 1 | CC(NC(=O)CSc1nc2ccccc2c(=O)n1CCCO)c1ccccc1 (centres undefined) |
| 1 | -6 | -7 | 102 | -3.0 | 13 | 2 | -1 | 2 | O=C(CCc1nnc(-c2ccc3c(c2)OCO3)o1)NCCc1ccccc1F |
| -2 | 30 | -8 | 70 | -0.6 | 4 | 2 | -6 | -2 | C=CCn1c(SCC(=O)Nc2nnc(CC)s2)nnc1-c1ccncc1 |
| 1 | 30 | 0 | 100 | -1.0 | 4 | -6 | -11 | 2 | CCCCNC(=O)c1ccc(NC(C)=O)c(Cl)c1 |

Copied from the list:
MEKK3 PB1 HTS, `COc1cccc(/C=C/C(=O)c2cccc([N+](=O)[O-])c2)c1OC` = 107
pCIP destab, `COc1ccc(NC(=O)Nc2cc(F)ccc2C)cc1` = -23
GalR3 antag, `Cc1ccccc1NC(=O)COC(=O)CCC(=O)c1cccs1` = -3
PHOSPHO1 block, `CC(C)c1cccc(C(C)C)c1NC(=O)c1ccccc1` = -30
PHOSPHO1 block, `N#Cc1c(N)nc2c(c1-c1ccc3c(c1)OCO3)CCc1ccccc1-2` = -32

Sorted by value in CRFR2-BP ag (ascending): some entries from above
| IDE cell inh | PHOSPHO1 block | GalR3 antag | MEKK3 PB1 HTS | CRFR2-BP ag | CRFBP-R2 block | M4 PAM | pCIP destab | IDE cell activ | SMILES |
| --- | --- | --- | --- | --- | --- | --- | --- | --- | --- |
| 0 | -3 | 0 | 105 | -3.1 | 17 | -5 | -9 | 1 | CC(NC(=O)CSc1nc2ccccc2c(=O)n1CCCO)c1ccccc1 (centres undefined) |
| -3 | -4 | -3 | 110 | 1.0 | -4 | 0 | -11 | 3 | COc1cc(OC)cc(C(=O)NCC(=O)N2CCCCC2)c1 |
| nt | nt | -2 | nt | 2.0 | 6 | -1 | nt | nt | O=C(C[C@H]1C[C@H]2c3cc(NS(=O)(=O)c4ccc(F)cc4)ccc3O[C@H]2[C@H](CO)O1)NCc1cc(F)ccc1F |

An excerpt from above, reduced to M4 PAM.
| SMILES | M4 PAM |
| --- | --- |
| COc1cc(CC(=O)Nc2sc3c(c2C(N)=O)CCCC3)cc(OC)c1OC | 4 |
| COc1cc(OC)cc(C(=O)NCC(=O)N2CCCCC2)c1 | 0 |
| CC(C)(O)C(=O)NN(C(=O)c1ccccc1)c1ccc2ccccc2c1 | 2 |
| COc1cccc(/C=C/C(=O)c2cccc([N+](=O)[O-])c2)c1OC | -2 |
| CC(NC(=O)CSc1nc2ccccc2c(=O)n1CCCO)c1ccccc1 (centres undefined) | -5 |
| O=C(CCc1nnc(-c2ccc3c(c2)OCO3)o1)NCCc1ccccc1F | 2 |

The results go on:
| IDE cell inh | PHOSPHO1 block | GalR3 antag | MEKK3 PB1 HTS | CRFR2-BP ag | CRFBP-R2 block | M4 PAM | pCIP destab | IDE cell activ | SMILES |
| --- | --- | --- | --- | --- | --- | --- | --- | --- | --- |
| -3 | nt | -5 | nt | 1.1 | -4 | -1 | nt | 5 | c1ccc2c(C[C@@H]3CNCCN3CCC34CC5CC(CC(C5)C3)C4)cccc2c1 |
| -2 | nt | -10 | 99 | 0.1 | -12 | 4 | 4 | -1 | CO/N=C(/CN1CCCCC1)c1ccc(Cl)cc1 |
| 4 | 32 | -8 | 102 | -0.2 | -10 | 14 | 9 | 2 | Cc1cc(Br)cc(Cl)c1OC(=O)c1cnccn1 |
| -3 | -8 | -2 | 112 | 1.7 | 12 | 0 | -35 | 8 | C=CCc1cccc2cc(C(=O)Nc3ccc(NC(C)=O)cc3)c(=O)oc12 |
| nt | nt | -5 | nt | -1.7 | 10 | 5 | nt | nt | CCN1C(=O)[C@H]2[C@@H](c3ccccc3)N[C@]3(CCCN(Cc4ccccc4)C3=O)[C@H]2C1=O |
| 3 | 15 | -1 | 101 | -0.6 | 19 | 13 | 2 | -8 | CCCCCC(=O)Nc1ccc(-c2nnc3n2CCCCC3)cc1 |
| 4 | 5 | -4 | 89 | -0.2 | -47 | 1 | -1 | 3 | CC(C)n1c(=O)[nH]c2ccccc21 |
| -1 | -4 | -2 | 78*[inhibitor] | -1.2 | 52* | 11 | -6 | 2 | COc1ccc(CNC(=S)Nc2cccc(C)c2C)cc1 |
| 4 | -17 | nt | 105 | 12 | -30 | -17 | -3 | 4 | CCCCCc1ccc(OCCCC[n+]2ccccc2)c(CCCCC)c1 |
| 1 | 15 | -5 | 101 | 6.0 | 6 | 6 | -10 | 4 | CCCc1cc(=O)n2[nH]c(C)nc2n1 |
| 23* | 22 | -8 | 91 | 45 | -38 | 6 | -49 | -13 | COc1ccc(S(=O)(=O)c2c(N)n(Cc3ccco3)c3nc4ccccc4nc23)cc1 |
| -1 | 9 | -5 | 105 | 0.1 | -7 | -4 | -4 | 4 | COC(=O)CN1C(=S)N(c2ccc(Cl)cc2)C(=O)C1CC(=O)Nc1ccc(F)cc1 (centres undefined) |
| -6 | 20 | -1 | 101 | 3.5 | -37 | -2 | -12 | 3 | COc1ccc(C(C(=O)NC2CCCC2)N(C(=O)c2ccco2)c2cc3c(cc2C(C)=O)OCO3)cc1OC (centres undefined) |

Bioassay records deposited in PubChem by several laboratories.
